Ins promoter up: MIN6 insulin promoter up-regulation | MIN6 insulin promoter-GFP reporter, high-content imaging; stronger effect = higher value | z-score at 5 µM | 190,000 tested, 0.3% active | AID 1625;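 active means z-score above 3 at 5 µM with at least 500 cells counted in the well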
Autophagy mod: autophagy modulation, high-content screen | MEF GFP-LC3 puncta imaging; test concentration mostly 10 µM | calls only at 10 µM (by protocol) | 190,000 tested, 0.98% active;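 active means percentage of spot-positive cells more than 3 SD above its plate mean, without a fluorescence outlier flag or 80% toxicity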;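 further: spot-positive cell cutoff set from DMSO-treated cells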
K1F lysis inhibition: protection from phage-mediated lysis, alamar blue read-out – E. coli UTI89, K1F phage, bacterial capsule biogenesis inhibitors (AID 488966). E. coli UTI89 K1F phage lysis, alamar blue, 2 h; higher % means a stronger effect. 340,000 tested, 0.02% active. one-dose inhibition, % at 100 µM; IC50 in µM for titrated hits;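 active means phage lysis inhibition, versus mean bacterial control, above a set limit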;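 further: capsule biogenesis inhibitors block K1F phage lysis so surviving cells raise fluorescence; higher fluorescence means more inhibition of phage lysis; actives were called in the ten point dose series up to 300 µM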
P. falciparum M17LAP: P. falciparum M17LAP inhibitors, primary screen, biochemical, fluorogenic H-Leu-NHMec substrate, 1536-well (AID 1619); recombinant M17LAP, H-Leu-NHMec fluorogenic kinetic assay; higher % means a stronger effect; one-dose inhibition, % at 30 µM; IC50 in µM for titrated hits; 220,000 tested, 0.38% active;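 active means compound inhibiting the enzyme by more than half at any dose during confirmatory dose-response retesting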;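 further: plate controls were full reaction with DMSO carrier for no effect and no enzyme background for full effect; strong numbers were not always called active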
P. falciparum M1AAP: malaria alanyl aminopeptidase activity blockers – biochemical, fluorogenic H-Leu-NHMec substrate, 1536-well (AID 1445). recombinant M1AAP, H-Leu-NHMec fluorogenic kinetic assay; higher % means a stronger effect. one-dose inhibition, % at 30 µM; IC50 in µM for titrated hits. 220,000 tested, 0.42% active;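 active means primary inhibition above the hit cutoff, then over 50% inhibition at one or more dose response concentrations, cut at about 23% in these data, passing the limit was not always enough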;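 further: plate controls were DMSO full reaction for no effect and no enzyme background for full effect; strong numbers were not always called active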
Dynein cargo inh: blocks dynein driven cargo transport along microtubules; z-score, hits read low; AID 1381; 3617.4 mouse cells, GR-EGFP nuclear translocation imaging; test concentration mostly 20 µM; stimulated with dexamethasone, 1 µM; stronger effect = lower value; 220,000 tested, 0.47% active;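 active means plate z-score of nuclear minus cytoplasmic receptor signal below a set negative limit, without overly bright fluorescence or cell loss, cut at about -3.5 in these data, passing the limit was not always enough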;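 further: z-score of nuclear minus cytoplasmic ring GR-EGFP intensity difference per well; some compounds called inactive have numbers as strong as hits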
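Schedule: 48 h induction, then 1 h compound, then 30 min agonist, 37 °C. Buffer or medium: tetracycline-free induction medium containing charcoal-stripped FBS. Reagent: 1.0 µM final dexamethasone stimulus. Evaluation: nuclear versus cytoplasmic GR-EGFP signal, averaged per well. Signal: high-content fluorescence imaging after fixation.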
ER stress rescue: protection against thapsigargin-triggered cell killing – 384-well, CSM14.1, ATP luminescence, primary screen (AID 1222) | CSM14.1 thapsigargin-induced death rescue, ATP luminescence; higher % means a stronger effect | cellular ATP content (survival), % at 20 µM, or EC50 in µM where a hit was titrated | 190,000 tested, under 10 active;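 active means EC50 below 50 µM in the dose-response confirmation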;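 further: death triggered by thapsigargin at about 15 µM added after 2 h compound pretreatment; cell ATP read after overnight thapsigargin exposure of roughly 18 to 22 hours; normalized against plate controls of thapsigargin alone and 5% DMSO vehicle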
b-catenin transl: alters nuclear translocation of beta-catenin in HeLa cells. immunofluorescence imaging. nuclear translocation activity, % at 5 µM. 190,000 tested, 0.3% active;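 active means nuclear translocation activity above 50% at 5 µM, with a well cell count of 50 or more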;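 further: per-cell ratio of nuclear to cytoplasmic median beta-catenin stain intensity; plate controls were DMSO negative control for no effect and GSK-3 inhibitor IX positive control for full effect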
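Read-out: Nuclear/cytoplasmic beta-catenin signal ratio, % activation | Assay system: Human HeLa cell line | Times: 24 h compound exposure at 37°C, 5% CO2 | Signal: Fluorescence imaging of beta-catenin antibody stain plus DAPI | Dosing: 5 µM primary, 0.02–20 µM confirmation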
MT stabilizer: microtubule stabilizers in HeLa cells. HeLa tubulin immunostaining HCS, 24 h; share of cells brighter than vehicle mean+2SD. % tubulin-high responders, % at 10 µM. 200,000 tested, 0.83% active;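 active means plate Z-score above 3 for both tubulin-high and condensed-nucleus cell shares, with cell loss under 80%, at 10 µM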;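 further: anti alpha tubulin signal scored within the nucleus-defined area of each cell; some results filed as inactive read as strong as hits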
Dynein cargo inh cytoplasmic EGFP: recorded beside Dynein cargo inh, whose call it bears; z-score; measured here: cytoplasmic GR-EGFP intensity; stronger effect = higher value
Dynein cargo inh nuclear GR-EGFP: further read-out of Dynein cargo inh, marked with its call; z-score; measured here: nuclear GR-EGFP intensity;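 lower value marks the stronger effect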
Dynein cargo inh cell count: second read-out of Dynein cargo inh, no call of its own (marks repeat the call); z-score; measured here: cell count per field
Ins promoter up cell count: recorded beside Ins promoter up, whose call it bears; cell count; measured here: cytotoxicity, nuclei count;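 total cells summed across four imaged fields per well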
b-catenin transl cell count 5 µM: also measured in b-catenin transl; calls as there; cell count; measured here: cell count, cytotoxicity flag
MT stabilizer Hoechst-high %: also measured in MT stabilizer; calls as there; % Hoechst-high responders; measured here: nuclear condensation Hoechst responders;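 share of cells brighter than vehicle mean plus two SD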
MT stabilizer cytotoxicity %: further read-out of MT stabilizer, marked with its call; toxicity, %; measured here: cytotoxicity by cell density;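 0% = mean cell density of plate MIN control wells and 100% = no cells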
Autophagy mod cell loss 18 h: recorded beside Autophagy mod, whose call it bears; toxicity, %; measured here: cell loss, nuclei count;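 cell loss after 18 h compound exposure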
Numbers without * were called inactive; i = inactive; nt = no result given; [ ] = dose if it differs, or a comment.

SMILES	Ins promoter up	Ins promoter up cell count	Autophagy mod	Autophagy mod cell loss 18 h	K1F lysis inhibition	P. falciparum M17LAP	P. falciparum M1AAP	Dynein cargo inh	Dynein cargo inh cytoplasmic EGFP	Dynein cargo inh nuclear GR-EGFP	Dynein cargo inh cell count	ER stress rescue	b-catenin transl	b-catenin transl cell count 5 µM	MT stabilizer	MT stabilizer Hoechst-high %	MT stabilizer cytotoxicity %
O=C(NCCC1=CCCCC1)c1cc2c(s1)CS(=O)(=O)C2	0.03	1658	i	-8	0.6%[50 µM]	3%	16%	0.32	-0.21	0.46	-0.89	0.2%	-0.8	1096	2.0	2.3	8.5
CCOC(=O)c1sc(NC(=O)c2cc3ccccc3o2)nc1C	-0.53	1260	i	9	0.3%	-6%	4%	0.98	-0.3	0.32	-0.05	-0.9%	0.1	1019	3.3	1.0	2.2
COc1ccc(C2CC(=O)n3nc(C45CC6CC(CC(C6)C4)C5)nc3S2)cc1OC (stereo unspecified)	0.27	1466	i	-7	5.7%	5%	11%	-0.24	-0.081	-0.1	-0.29	-2.0%	-1.5	1109	3.8	2.7	12
Cc1ccc(-c2noc(CCC(=O)NCCN3CCOCC3)n2)cc1	0.56	1412	i	-2	0.6%	-5%	2%	0.05	-0.24	-0.022	0.41	2.1%	-9.1	969	3.5	2.6	5.3
Cc1ccc(S(=O)(=O)Nc2ccc(-c3csc(-c4ccccc4)n3)cc2)cc1	-0.36	1128	i	5	-1.1%[50 µM]	-3%	7%	0.021	-0.21	0.18	-0.28	0.2%	0.2	963	4.2	2.3	3.3
O=c1c(-c2ccc(Br)cc2)[n+]([O-])c2ccccc2n1OCc1ccccc1	0.51	1067	nt	nt	-1.0%	4%	5%	-0.73	-0.29	0.032	1.9	nt	1.7	1298	nt	nt	nt
O=C(CCCSc1nnnn1-c1ccccc1)c1ccc(F)cc1	-0.18	1670	i	22	nt	0%	10%	-1.1	0.18	0.23	-0.26	-0.5%	-1.8	1330	2.1	2.1	6.0
Cc1cc(C)cc(NS(=O)(=O)c2ccc(NC(=S)NC(=O)c3cccs3)cc2)c1	-0.78	1152	i	9	0.9%	16%	8%	0.017	-0.21	0.064	0.68	-2.0%	-1.8	1037	4.1	1.5	1.9
COc1ccc(C2CC3(O)CC(C#N)(C(=O)N3)C2(C#N)C#N)cc1 (stereo unspecified)	0.01	1506	nt	nt	-0.8%	0%	3%	-1.2	-0.17	-0.96	0.43	nt	-6.0	1258	nt	nt	nt
Cc1cc(Cl)c(S(=O)(=O)Nc2ccc(S(=O)(=O)N3CCOCC3)cc2)cc1OCC(N)=O	0.7	1369	i	21	0.1%	-4%	2%	-0.49	-0.28	-0.42	0.6	-1.4%	-3.6	1019	4.0	2.6	0.1
CCNC(=S)N1CCn2cccc2C1c1ccc(F)cc1 (stereo unspecified)	-0.97	1213	i	16	0.3%	0%	3%	0.75	-0.18	0.012	0.21	-0.2%	1.2	1064	2.7	2.9	10
CC1CCCN(c2nc3c(c(=O)n(C)c(=O)n3C)n2CCSc2nc3ccccc3o2)C1 (stereo unspecified)	-0.34	1267	i	10	-0.3%	0%	-3%	1.7	-0.22	0.49	0.031	-2.1%	-1.7	1163	2.4	2.2	23
CC(=O)Nc1ccc(OCC(O)CN2C(C)(C)CC(O)CC2(C)C)cc1 (stereo unspecified)	0.47	1453	i	0	-6.5%	8%	11%	-0.81	0.18	-0.13	0.59	-0.2%	-1.9	1124	2.0	1.4	11
CC(C)Cn1c(Br)nc2c1c(=O)n(CCC#N)c(=O)n2C	-0.52	1157	i	-18	0.1%	-7%	-1%	-0.37	-0.21	0.18	-0.55	-1.3%	0.4	1146	6.5	3.5	5.8
Cc1ccc(C(=O)CCC(=O)Nc2cccnc2)cc1C	-0.04	1865	i	-9	0.7%	0%	-3%	-0.88	-0.15	-1.1	1.2	-2.6%	-0.7	1083	3.4	1.5	6.8
COc1ccc(CN2CCOCC2)cc1OC	-0.14	758	i	-42	0.0%	-2%	3%	0.74	-0.24	0.19	0.99	1.7%	-2.3	1182	3.1	2.5	6.0
CCC(=O)N(Cc1cc2cc(OC)ccc2[nH]c1=O)c1cccc(C)c1	-0.03	1552	i	21	0.6%	-8%	14%	-0.49	-0.3	-0.059	0.11	-0.4%	-5.3	1082	3.5	2.4	5.9
COc1ccc(/C=C2\OC(=S)N(C)C2=O)cc1	nt	nt	i	-1	3.7%	14%	3%	-0.97	-0.24	-0.45	0.62	-1.9%	1.3	1258	3.1	2.2	6.5
Cc1cc(NC(=O)CCC(=O)N(Cc2ccco2)C(C(=O)NC2CCCC2)c2ccccc2C)no1 (stereo unspecified)	nt	nt	i	4	2.1%	12%	14%	-0.82	0.11	-0.29	-0.2	-1.6%	-2.3	567	1.5	1.6	5.7
CN(C)S(=O)(=O)c1cc(NC(=O)CN2C(=O)NC3(CCCc4ccccc43)C2=O)ccc1Cl (stereo unspecified)	-0.05	1207	i	4	1.2%[50 µM]	-2%	-1%	-0.62	-0.25	-0.26	1.1	-5.3%	-1.9	951	5.6	1.9	4.9
CC1=C2C3OC(=O)C(C)[C@@H]3CC[C@](C)(O)C2C2C3C4C5(C12)[C@H]1OC(=O)[C@@H](C)C1CC[C@]4(C)O[C@]5(C)[C@@H]3O (stereo partly specified)	0.53	1280	i	-4	-0.2%	-4%	-3%	-0.6	-0.3	-0.57	0.43	0.3%	2.0	528	2.7	2.7	8.2
Cc1cc(C)cc(N(C(=O)c2snc(C(N)=O)c2N)C(C(=O)NCC2CCCO2)c2cccs2)c1 (stereo unspecified)	-1.2	991	i	12	nt	-1%	5%	0.54	-0.27	0.1	0.62	-1.1%	-1.1	1083	1.4	1.1	2.1
COc1cccc(CNc2ncnc3cc(Cl)ccc23)c1	-2.6	909	i	7	0.1%	12%	4%	-0.69	-0.22	-0.73	0.65	0.4%	-0.2	1469	1.4	1.2	7.6
Cc1ccc(-c2csc3ncnc(NCCN4CCOCC4)c23)cc1	-1.6	935	i	5	3.3%	13%	0%	3.7	-0.27	1.7	-1.7	-2.0%	0.7	1425	2.8	1.6	2.6
Cc1ccccc1OCCC(=O)Nc1ccc(Cl)cc1F	0.32	1248	i	-8	2.9%	-14%	3%	-0.48	-0.3	-0.61	0.95	-3.2%	2.1	519	2.3	3.2	3.5
CCS(=O)CCSc1nc2ccccc2s1 (stereo unspecified)	0.81	1691	i	-2	-0.3%	17%	4%	0.46	-0.22	-0.67	0.21	-1.5%	-0.1	1349	3.8	1.4	12
COc1ccc(C(C(=O)Nc2ccc(C(C)C)cc2)N(Cc2ccco2)C(=O)CC2NC(=O)NC2=O)cc1 (stereo unspecified)	-1.4	1067	i	16	0.0%	3%	5%	-0.065	-0.27	-0.03	-0.05	-2.3%	1.7	938	2.1	0.9	7.0
Cc1nc(SCc2ccc(O)c([N+](=O)[O-])c2)c([N+](=O)[O-])[nH]1	-0.02	1496	nt	nt	0.2%	35%	16%	0.072	-0.24	0.008	0.16	nt	-3.2	1168	nt	nt	nt
O=C(N/N=C/c1ccccc1)NC1CCCCC1	0.32	1455	i	-3	1.6%	9%	1%	-0.48	-0.22	-0.041	0.26	-2.8%	-1.8	1139	4.6	2.3	4.6
CC(=O)Nc1ccc2c(c1)OCO2	-0.17	1496	i	-11	0.3%	13%	5%	0.14	-0.2	-0.038	0.046	-0.8%	-2.6	1114	3.3	1.7	11
O=C(CSc1nnc2ccccn12)NCc1ccco1	-0.13	1177	i	8	-0.2%	8%	-4%	-1.1	-0.1	-0.39	0.66	6.1%	-0.5	1124	3.1	2.2	5.0
COc1cc(OC)c(NC2=NCCCCC2)cc1Cl	0.16	1313	nt	nt	7.7%	-25%	-1%	0.88	-0.18	0.79	-0.68	-0.5%	-4.5	958	2.7	1.5	5.7
CCC(Cc1ccccc1)n1c(=S)[nH]c2ccccc2c1=O (stereo unspecified)	0.32	1263	i	-2	0.4%	-15%	1%	0.052	-0.25	0.13	-0.35	-1.6%	nt	nt	2.0	2.2	3.4
COc1ccccc1-c1nc(SCc2ccccn2)n[nH]1	nt	nt	nt	nt	0.6%	11%	0%	nt	nt	nt	nt	-0.4%	-2.5	938	nt	nt	nt
Cc1noc(NS(=O)(=O)c2ccc(NC(=O)c3cnc4n(c3=O)CCS4)cc2)c1C	0.07	1184	i	-2	-0.1%	36%	12%	-0.67	-0.15	-0.69	0.7	1.2%	0.6	1204	4.5	2.8	0.9

Bioassay records deposited in PubChem BioAssay by several laboratories.
